UHRF1 binding – human UHRF1 methylated DNA binding inhibitors; UHRF1 binding to methylated oligo, TR-FRET; inhibition, % at 4.4 µM; 370,000 tested, 0.75% active; in the data active means inhibition above about 21%;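 further: UHRF1 SRA domain binding a hemimethylated CpG hairpin DNA probe; 0% = median of test compound wells and 100% = reference inhibitor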
Target sequence (Q96T88 whole entry, looked up, the tested form may be a part): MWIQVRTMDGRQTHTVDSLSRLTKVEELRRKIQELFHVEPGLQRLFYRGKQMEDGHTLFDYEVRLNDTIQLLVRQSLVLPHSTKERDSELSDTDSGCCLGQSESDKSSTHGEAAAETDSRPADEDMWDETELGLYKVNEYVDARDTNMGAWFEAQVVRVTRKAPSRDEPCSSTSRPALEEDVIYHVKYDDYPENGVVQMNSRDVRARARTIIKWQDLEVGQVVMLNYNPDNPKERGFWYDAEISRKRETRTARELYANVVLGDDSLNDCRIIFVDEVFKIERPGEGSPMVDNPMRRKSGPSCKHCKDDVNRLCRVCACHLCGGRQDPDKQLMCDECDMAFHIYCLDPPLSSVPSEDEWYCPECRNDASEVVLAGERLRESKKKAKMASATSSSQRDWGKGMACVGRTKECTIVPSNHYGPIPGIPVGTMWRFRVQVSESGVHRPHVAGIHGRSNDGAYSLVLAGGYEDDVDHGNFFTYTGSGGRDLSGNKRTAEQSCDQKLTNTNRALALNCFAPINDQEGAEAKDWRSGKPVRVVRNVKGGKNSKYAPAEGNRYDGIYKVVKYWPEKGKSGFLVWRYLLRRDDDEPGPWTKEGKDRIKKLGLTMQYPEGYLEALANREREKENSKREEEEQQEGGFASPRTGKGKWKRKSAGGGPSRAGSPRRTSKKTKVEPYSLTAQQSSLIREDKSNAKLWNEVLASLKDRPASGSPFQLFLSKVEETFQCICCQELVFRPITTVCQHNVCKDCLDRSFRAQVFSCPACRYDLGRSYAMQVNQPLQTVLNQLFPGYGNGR
LEDGF integ inh – blocks HIV-1 LEDGF/p75-dependent DNA integration. inhibition, % at 3.7 µM. 370,000 tested, 0.64% active. TR-FRET IN-LEDGF/p75 DNA integration, Eu/Cy5;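 active means inhibition above the screen-wide mean plus 3 SD, cut at about 13% in these data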;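 further: signal is the Cy5 over europium emission ratio at 671 and 618 nm; 0% = plate median of compound wells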
mABHD4 FP – inhibits mouse alpha/beta hydrolase domain 4 | Q8VD66 | purified mABHD4, FP-Rh probe fluorescence polarization | inhibition, % at 8.92 µM | 370,000 tested, 0.54% active | AID 720543;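 active means inhibition exceeding the mean over every tested compound plus 3 SD, cut at about 30% in these data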;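 further: 0% = plate median of compound wells and 100% = S159A mutant with DMSO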
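system = mouse ABHD4 enzyme, wild type | medium = HEPES pH 7.0, NaCl, Pluronic buffer | also added = FP-Rh probe | incubation = Enzyme–compound pre-incubation 45 min, then probe 60 min, both 25 °C | technique = fluorescence polarization, excitation 525 nm, emission 598 nm, BODIPY TMR filters | controls = S159A mutant high control, sample median low control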
TDP2 inh – TDP2 (human) inhibition, absorbance primary screen; 370,000 tested, 0.34% active; O95551; inhibition, % at 12.8 µM; recombinant TDP2, T5PNP hydrolysis, p-nitrophenol absorbance 415 nm; AID 720702;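 active means inhibition above the mean of all tested compounds plus 3 SD, set per campaign, cut at about 25% in these data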;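 further: 0% = DMSO with enzyme and 100% = buffer with substrate but no TDP2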
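Evaluation: % inhibition relative to enzyme-containing and enzyme-free wells. Material: recombinant human TDP2. Benchmarks: enzyme-free and DMSO wells. Timing: enzyme reaction with compound for 2 h at 37 °C. Compound dosing: 12.8 µM only. Measured by: p-Nitrophenol epi absorbance. Reagent: T5PNP substrate at 5 mM, a TopII-DNA adduct mimic. Replication: single well per compound.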
PG9 binder – binds the HIV-1 gp120 antibody PG9; TR-FRET gp120-PG9 antibody binding; inhibition, % at 6.7 µM; 360,000 tested, 0.43% active; AID 624416; in the data active means inhibition above about 8.5%
HTRA1 inhibitor – inhibitors of human serine peptidase HTRA1; recombinant HTRA1, FP-rhodamine activity-based probe, fluorescence polarization; inhibition, % at 5.96 µM; 340,000 tested, 0.5% active; Q92743; in the data active means inhibition above about 36%;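 further: 0% = enzyme with DMSO and 100% = wells lacking enzyme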
TCR-CD3 inh – inhibitors of human TCR-CD3 interaction; TAMRA-labeled TCR probe fluorescence, biochemical; inhibition, % at 9.4 µM; 360,000 tested, 0.37% active; AID 651800; in the data active means inhibition above about 19%;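 further: recombinant mutant TCR 2C K166C tagged with TAMRA read by polarization; 0% = receptor in buffer alone and 100% = receptor with positive control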
PRMT1 inh – blocks human protein arginine methyltransferase 1. Q99873. recombinant PRMT1, activity-based probe fluorescence polarization. inhibition, % at 2.79 µM. 370,000 tested, 1.3% active;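 active means inhibition above about 21% made by adding two undisclosed values, limit read from the data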
Tn7 DDE FP – DD(E)-Tn7 binding inhibition, primary FP screen. P02675. FP displacement of FITC-Tn7 peptide from fibrin DD(E); 0% = median of compound wells per plate. inhibition, % at 8.3 µM. 370,000 tested, 0.13% active. AID 720508;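 active means inhibition above the mean of compounds falling within the control limits plus 3 SD of them, cut at about 14% in these data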;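 further: 0% = plate median of compound wells and 100% = 10 µM Aha-Tn7 peptide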
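Assay system: Human clot-derived fibrin DD(E) complex | Buffer or medium: Tris/NaCl/CaCl2 buffer, pH 7.8 | Repeats: One replicate per compound | Benchmarks: Aha-Tn7 high control | Measure: % inhibition scaled between sample-field median and high-control FP | Schedule: 10 min plus 3 h, room temperature | Signal: Fluorescence polarization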
SIAE primary – blocks human sialic acid acetylesterase. Q9HAT2. SIAE FP-Rh probe binding, fluorescence polarization. inhibition, % at 9.66 µM. 370,000 tested, 0.69% active;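 active means inhibition above a cutoff: mean of compounds within the control limits plus 3 SD of those, cut at about 17% in these data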;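 further: 0% = plate median of compound wells and 100% = probe without SIAE protein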
* = called active by the depositor; . = no result given. Outcome played no part in choosing rows. Share with any hit: about 4.2%.

SMILES	UHRF1 binding	LEDGF integ inh	mABHD4 FP	TDP2 inh	PG9 binder	HTRA1 inhibitor	TCR-CD3 inh	PRMT1 inh	Tn7 DDE FP	SIAE primary
C=CCC1(N(C(C)=O)c2ccccc2C)CCCCC1	7	-2	-9	-4	-0.8	2	-3	0	7	-7
COc1ccccc1/C=N/NC(=O)c1cccc2ccccc12	-2	0	-3	13	-2.6	-11	3	2	1	-2
CC1(C)CC(=O)C=C(Nc2ccccc2NC(=O)c2cc(F)ccc2F)C1	-4	1	2	-2	.	.	.	2	-8	1
CCOC(=O)Nc1ccc2nc(Sc3ccc(Cl)cc3)sc2c1	1	2	-39	3	1.4	-56	5	-3	5	-16
Cc1cc2oc(=O)cc(CN(C)Cc3ccccc3Cl)c2cc1C	0	-4	-2	-8	-1.1	-3	-2	0	1	-13
COc1ccccc1NC(=O)CSc1nnnn1-c1ccc(C(=O)O)cc1	0	-3	-2	9	1.4	-1	0	4	-3	-2
N/C(=N\OC(=O)CCC1CCCCC1)c1ccc([N+](=O)[O-])cc1	1	0	0	3	-1.1	8	0	-3	3	1
CC(=O)Nc1ccc(NC(=O)C(C)OC(=O)CN2C(=O)C3CCCCC3C2=O)cc1 (centres undefined)	4	-5	-1	-12	-1.3	-3	-4	1	4	2
ClCC1=Nc2ccccc2Cc2ccccc21	0	-2	10	1	-0.2	.	-6	7	4	0
Cc1cccc(C)c1NC(=O)N1C(C(=O)O)CSC1C(=O)O (centres undefined)	0	2	4	3	-0.8	-2	6	5	-10	2
CC(C)(C)c1cc(=O)[nH]c(SCc2ccccc2)n1	-1	1	-1	-4	-1.6	-10	3	0	8	0
COc1cc(CNc2cccc(C(=O)O)c2)cc(Br)c1OCC(=O)NC(C)(C)C	1	-1	1	-3	-1.4	-1	2	0	2	5
O=C(NCC1CCCO1)c1cc2c([nH]c3ccccc32)c(-c2cccc(Br)c2)n1 (centres undefined)	-3	-5	-49	4	-0.5	-111	-1	-3	-2	-52
O=C(c1ccc(Br)s1)N1CCN(C/C=C/c2ccccc2)CC1	4	-2	-7	-19	-0.7	-13	-6	0	0	3
Cc1cccn2cc(-c3ccc(S(=O)(=O)N4CCCCC4)cc3)nc12	25*	-1	-17	-2	0.5	-13	4	-2	-5	1

Four entries already listed, arranged by SMILES length, smallest number first.
SMILES	UHRF1 binding	LEDGF integ inh	mABHD4 FP	TDP2 inh	PG9 binder	HTRA1 inhibitor	TCR-CD3 inh	PRMT1 inh	Tn7 DDE FP	SIAE primary
ClCC1=Nc2ccccc2Cc2ccccc21	0	-2	10	1	-0.2	.	-6	7	4	0
Cc1cc2oc(=O)cc(CN(C)Cc3ccccc3Cl)c2cc1C	0	-4	-2	-8	-1.1	-3	-2	0	1	-13
CC1(C)CC(=O)C=C(Nc2ccccc2NC(=O)c2cc(F)ccc2F)C1	-4	1	2	-2	.	.	.	2	-8	1
COc1cc(CNc2cccc(C(=O)O)c2)cc(Br)c1OCC(=O)NC(C)(C)C	1	-1	1	-3	-1.4	-1	2	0	2	5

Additional compounds
SMILES	UHRF1 binding	LEDGF integ inh	mABHD4 FP	TDP2 inh	PG9 binder	HTRA1 inhibitor	TCR-CD3 inh	PRMT1 inh	Tn7 DDE FP	SIAE primary
O=c1oc2ccccc2cc1-c1nnc(-c2cccc(Br)c2)o1	-3	0	-1	1	-0.3	1	3	-1	0	12
COc1ccccc1-c1ccc2c(c1)C(C)(Cc1ccc(Cl)c(Cl)c1)C(=O)N2 (centres undefined)	3	-2	-18	6	0.6	.	-4	5	0	-16
C=CCn1c(-c2cc3cccc(OC)c3o2)n[nH]c1=S	-4	-4	2	-2	3.6	0	4	6	10	7
Cc1ccc(-c2csc(N3CCN(S(=O)(=O)c4ccc5c(c4)NC(=O)CO5)CC3)n2)cc1	-4	0	-1	12	-1.5	1	6	0	1	7
COc1ccccc1C(=O)NNC(=O)CCN1C(=O)/C(=C\c2ccccc2)SC1=S	-1	-3	4	4	-1.6	20	24*	-1	8	5
Cc1ccccc1C(=O)N1CCN(C(c2ccccc2)c2ccccc2)CC1	-1	1	-4	10	-3.3	-10	4	-4	0	5
O=[N+]([O-])c1ccc2nc(SCc3cn4cc(Cl)ccc4n3)[nH]c2c1	-2	-2	-1	-4	0.9	-17	6	1	-2	2
CCNc1nc(NC(C)CC)nc(Oc2ccc(OCC)nn2)n1 (centres undefined)	11	3	0	-5	-1.3	1	1	1	4	0
Cc1ccc(C2(C)NC(=O)N(CC(=O)N3CCN(S(=O)(=O)c4ccccc4[N+](=O)[O-])CC3)C2=O)cc1 (centres undefined)	-1	0	1	1	-0.6	10	-1	3	0	-3
COc1ccc(-c2ccc3c(c2)S(=O)(=O)c2cccc(C(=O)N4CCN(C5CCCCC5)CC4)c2C3=O)cc1OC	4	-2	-6	-1	0.9	-13	-5	0	-5	-14
CCN(CC)C(=O)CSc1nc(N)c(C#N)c(-c2cccs2)c1C#N	1	3	-4	1	44*	-7	2	0	4	3
CCN(CC)S(=O)(=O)c1ccc2c(c1)nc(SCC(=O)N1CCOCC1)n2-c1ccccc1OC	7	2	-6	6	0.0	-10	-5	-3	-5	-3
CCN(CC)c1ccc(NC(=O)c2ccccc2OCC(=O)OC)cc1	0	0	7	-5	-5.1	9	2	-2	0	1
O=C(CSc1ccc(Cl)cc1)NC(=O)c1ccccc1	-2	3	-3	-7	1.7	-6	0	-1	-4	-2
O=C(COc1ccc(S(=O)(=O)N2CCCC2)cc1Cl)NCc1ccco1	2	0	4	8	4.6	5	0	-3	6	15
COc1ccc2c(c1)CCCC2NS(=O)(=O)OCC(Cl)(Cl)Cl (centres undefined)	-2	-1	-13	-1	0.0	-25	7	-1	2	11
Cc1ccc(NC(=O)NCc2ccc3c(c2)OCO3)c(C)c1	1	-2	6	-4	-0.3	0	5	-5	3	4
COc1ccc(CCNC(=O)C(=O)NCCOc2ccccc2Cl)cc1OC	2	2	1	5	-2.0	6	7	-4	-10	0
COc1ccccc1-c1sc2cc3c(cc2c1-c1ccc(OCCN2CCCCC2)cc1)OCO3	0	2	20	-12	1.2	-33	-1	1	-10	4
COc1cccc(-c2csc(N3CCN(CC(=O)Nc4ccc5c(c4)OCO5)CC3)n2)c1	-3	-2	-8	-2	-1.1	-14	8	-5	1	5
CCc1ccc(NC(=O)C2C3CCC(O3)C2C(=O)O)cc1 (centres undefined)	2	-2	7	-2	-0.5	-4	-3	2	-5	1
c1ccc(OCCOCCN2CCOCC2)cc1	3	-2	2	3	0.9	-10	-2	3	7	4
CS(=O)(=O)c1ccc(S(=O)(=O)N2CCC(CO)(CCCc3ccccc3)CC2)cc1	-1	2	6	4	-1.7	0	2	4	1	-1
O=C(NCc1ccc(F)cc1)C1CCCN(S(=O)(=O)c2ccc(Br)s2)C1 (centres undefined)	1	2	-3	1	1.9	-3	-1	-3	3	-1
CCOCCCN1CC(C(=O)NCCc2ccccc2)CC1=O (centres undefined)	3	0	-15	7	-0.2	-4	1	5	1	-5
CCOC(=O)C1CCN(C(=O)c2cc3cc(Cl)ccc3[nH]2)CC1	-1	4	1	8	0.2	-7	6	-8	1	-8
CCN(C[C@H]1N[C@@](CC)(C(=O)OC)[C@H]2C(=O)N(C)C(=O)[C@@H]12)S(=O)(=O)c1ccc(C(C)(C)C)cc1	0	2	4	10	-0.8	5	-6	0	5	1
O=C(NCN1CCc2ccccc2C1)c1cnccn1	-2	-1	7	12	-2.0	7	4	0	3	-2
N#Cc1cc2ccccc2nc1SCc1ccccn1	-3	1	9	17	-0.9	-13	2	7	1	0
O=C(NCCOc1cccc2cccnc12)c1cccs1	-2	-5	-1	-2	-0.1	-6	4	0	1	-1

Exported as labelled records: entries from further up.
CCN(C[C@H]1N[C@@](CC)(C(=O)OC)[C@H]2C(=O)N(C)C(=O)[C@@H]12)S(=O)(=O)c1ccc(C(C)(C)C)cc1
  UHRF1 binding = 0	LEDGF integ inh = 2	mABHD4 FP = 4	TDP2 inh = 10	PG9 binder = -0.8	HTRA1 inhibitor = 5	TCR-CD3 inh = -6	PRMT1 inh = 0	Tn7 DDE FP = 5	SIAE primary = 1
O=C(NCN1CCc2ccccc2C1)c1cnccn1
  UHRF1 binding = -2	LEDGF integ inh = -1	mABHD4 FP = 7	TDP2 inh = 12	PG9 binder = -2.0	HTRA1 inhibitor = 7	TCR-CD3 inh = 4	PRMT1 inh = 0	Tn7 DDE FP = 3	SIAE primary = -2
N#Cc1cc2ccccc2nc1SCc1ccccn1
  UHRF1 binding = -3	LEDGF integ inh = 1	mABHD4 FP = 9	TDP2 inh = 17	PG9 binder = -0.9	HTRA1 inhibitor = -13	TCR-CD3 inh = 2	PRMT1 inh = 7	Tn7 DDE FP = 1	SIAE primary = 0
O=C(NCCOc1cccc2cccnc12)c1cccs1
  UHRF1 binding = -2	LEDGF integ inh = -5	mABHD4 FP = -1	TDP2 inh = -2	PG9 binder = -0.1	HTRA1 inhibitor = -6	TCR-CD3 inh = 4	PRMT1 inh = 0	Tn7 DDE FP = 1	SIAE primary = -1

Additional compounds:
SMILES	UHRF1 binding	LEDGF integ inh	mABHD4 FP	TDP2 inh	PG9 binder	HTRA1 inhibitor	TCR-CD3 inh	PRMT1 inh	Tn7 DDE FP	SIAE primary
COc1ccccc1NOC(=O)CCOc1ccccc1	-2	-3	-1	-5	-1.5	-14	1	-3	4	9
O=C1CCN(C(=O)Nc2ccccc2)N1	-2	-4	6	13	-0.7	4	1	12	-2	1
O=C(c1cccc(C(F)(F)F)c1)N1CCOC12CCN(c1ncc(C(F)(F)F)cc1Cl)CC2	4	1	-8	-20	2.6	4	-1	-3	1	-6
CCN1C(=O)NC(c2ccc(Cl)cc2)C2=C1CCCC2=O (centres undefined)	2	3	6	-13	0.0	-2	-5	-3	-10	-3
Cc1ccccc1C(=O)c1cccn1CC(=O)NCC(C)c1ccccc1 (centres undefined)	6	0	0	1	-0.3	-19	7	1	-6	1
COc1ccc(CNS(=O)(=O)c2ccc(NC(=O)N3CCCCC3)cc2)cc1	2	-4	5	10	-1.2	1	-5	0	-5	-5
COc1ccc(OCc2cc(C(=O)NC(C)Cc3cnccn3)no2)c(Cl)c1 (centres undefined)	1	-2	2	11	1.9	0	-3	2	3	-1
Cc1cccc(CN2CCN(Cc3cnn(-c4ccccc4F)c3)CC2CCO)n1 (centres undefined)	1	0	6	5	-1.0	0	7	0	3	5
NC(=O)C1CC(=O)N(Cc2ccc3c(c2)OCO3)C(=Nc2ccccc2)S1 (centres undefined)	-1	0	-1	2	-1.5	-7	-6	1	4	3

Bioassay records as filed in PubChem.
